Source: PubChem
MgcRacGAP inhibition: MgcRacGAP GTPase-activating activity inhibitors, confirmation, biochemical, ADP Hunter fluorescence | hit rate 0.6% among 340,000 | MgcRacGAP-stimulated Rac1 GTP hydrolysis, ADP Hunter fluorescence; higher % means a stronger effect; GST-tagged Rac1 F28L mutant substrate | one-dose inhibition, % at 30 µM; IC50 in µM for titrated hits;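 active means first-screen hits whose inhibition reached a set limit at any dose in the follow-up dose series; inconclusive means inhibition above the set first-screen limit but never retested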;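 further: fluorescence reports GDP produced by GAP-driven GTP hydrolysis; strong numbers were not always called active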
NOD1 NF-kB reporter: inhibition of NOD1-driven NF-kB reporter – cell-based, luminescence, uHTS, primary screen (AID 1578). NOD1-driven NF-kB luciferase reporter cells, luminescence; higher % means a stronger effect. inhibition, % at 4 µM, or EC50 in µM where a hit was titrated. hit rate 1% among 290,000; in the data active means inhibition mostly above about 36%, no sharp cut-off; inactive means mostly below about 34%;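 further: HEK-293T reporter cells stimulated with the NOD1 agonist gamma-tri-DAP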
GPR55 LPI antagonism: inhibition of LPI-stimulated GPR55 beta-arrestin translocation – imaging, U2OS, beta-arrestin-GFP, LPI agonist, primary screen (AID 2013); one-dose inhibition, % at 10 µM; IC50 in µM for titrated hits; hit rate 0.13% among 290,000; U2OS GPR55 beta-arrestin-GFP translocation imaging, LPI antagonism; higher % means a stronger effect;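 active means spots per cell inhibited over 60%, with over 100 cells counted and total cytoplasm intensity under 500,000; inconclusive means wells with under 100 cells, flagged as likely toxic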;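 further: U2OS cells stably carrying GPR55 and arrestin-GFP stimulated by 5 µM LPI near EC80; imaged beta-arrestin-GFP aggregate spots per cell after agonist stimulation; plate controls were LPI-stimulated DMSO wells for no effect and DMSO wells without LPI for full effect; some results filed as inactive read as strong as hits; confirmed hits need IC50 under 10 µM and bright autofluorescent wells are also inconclusive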
K1F lysis inhibition: inhibition of K1F phage lysis, E. coli UTI89, bacterial capsule biogenesis inhibitors, alamar blue (AID 488966) | hit rate 0.02% among 340,000 | E. coli UTI89 K1F phage lysis, alamar blue, 2 h; higher % means a stronger effect | inhibition, % at 100 µM, or IC50 in µM where a hit was titrated;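 active means phage lysis inhibition, versus mean bacterial control, above a set limit; inconclusive means no clear call, values can overlap the other calls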;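 further: capsule biogenesis inhibitors block K1F phage lysis so surviving cells raise fluorescence; higher fluorescence means more inhibition of phage lysis; actives were called in the ten point dose series up to 300 µM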
KOR beta-arrestin-1: kappa opioid receptor activators – cell-based, luminescence, uHTS, primary screen (AID 1777) | KOR beta-arrestin recruitment, luminescence; higher % means a stronger effect | activation, % at 10 µM; hits with a dose series show EC50 in µM | hit rate 0.02% among 280,000; in the data active means activation above about 50%, passing the limit was not always enough; further: a part of the inactive calls stands beside numbers as strong as those of hits
GPR35 antagonists: GPR35 antagonists blocking zaprinast-driven arrestin recruitment, primary screen, imaging, U2OS, beta-arrestin-GFP, zaprinast agonist (AID 2058). U2OS GPR35 beta-arrestin-GFP translocation imaging, zaprinast antagonism; higher % means a stronger effect. inhibition, % at 10 µM; hits with a dose series show IC50 in µM. hit rate 0.052% among 290,000;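 active means inhibition of at least 50% with at least 30 cells and total cytoplasm GFP at most 10,000,000; inconclusive means under 30 cells or total GFP of 10,000,000 plus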
GPR55 activation: GPR55 agonists via beta-arrestin recruitment, primary screen, imaging, U2OS cells, beta-arrestin-GFP redistribution (AID 1961). hit rate 0.048% among 290,000. U2OS GPR55 beta-arrestin-GFP redistribution imaging; higher % means a stronger effect. activation, % at 10 µM, or EC50 in µM where a hit was titrated;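 active means activation above 40% with more than 50 cells counted in the well; inconclusive means wells holding fewer than 50 cells, flagged as toxic or sparse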;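 further: U2OS osteosarcoma cells stably expressing GPR55 and beta-arrestin-GFP; plate controls were DMSO negative control for no effect and LPI positive control for full effect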
NTR1 ag: agonists of NTR1, primary screen, imaging, U2OS cells, beta-arrestin-GFP, high content (AID 493036); NTR1-U2OS beta-arrestin-GFP spot imaging, agonist mode; hit rate 0.17% among 330,000; P30989; activation, % at 20 µM;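 active means activation at or above 40% of the spot to cytoplasm intensity ratio, with at least 20 cells analyzed; inconclusive means wells under 20 cells, flagged as cytotoxic or low count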;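 further: 0% = DMSO without peptide and 100% = 100 nM NTR1 peptide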
Target sequence (P30989 whole entry, looked up): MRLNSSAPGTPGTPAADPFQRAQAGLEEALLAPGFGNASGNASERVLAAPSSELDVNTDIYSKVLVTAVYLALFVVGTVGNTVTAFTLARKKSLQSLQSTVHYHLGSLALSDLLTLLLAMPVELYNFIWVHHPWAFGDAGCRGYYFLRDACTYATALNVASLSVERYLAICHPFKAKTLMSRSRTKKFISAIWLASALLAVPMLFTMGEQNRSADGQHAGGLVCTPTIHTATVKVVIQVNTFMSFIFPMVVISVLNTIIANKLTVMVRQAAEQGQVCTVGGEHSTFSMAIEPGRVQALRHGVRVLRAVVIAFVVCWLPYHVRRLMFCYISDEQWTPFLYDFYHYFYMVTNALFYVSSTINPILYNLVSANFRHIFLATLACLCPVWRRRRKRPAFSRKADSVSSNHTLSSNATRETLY
KOR beta-arrestin-2: kappa opioid receptor blockers – cell-based, luminescence, uHTS (AID 1778); KOR beta-arrestin recruitment, luminescence, antagonist mode; higher % means a stronger effect; inhibition, % at 10 µM, or IC50 in µM where a hit was titrated; hit rate 0.091% among 290,000; in the data active means inhibition above about 50%; further: strong numbers were not always called active
NTR1 ag cell count 20 µM: second read-out of NTR1 ag, no call of its own (marks repeat the call); cell count; measured here: cell count, cytotoxicity flag
The depositor's hits bear a star; ? = inconclusive; . = no result given; [ ] = remark or other dose. A portion of the library; rates above refer to the full screens.

Start of the listing, in advance (8 entries):
Values run as follows: MgcRacGAP inhibition | NOD1 NF-kB reporter | GPR55 LPI antagonism | K1F lysis inhibition | KOR beta-arrestin-1 | GPR35 antagonists | GPR55 activation | NTR1 ag | NTR1 ag cell count 20 µM | KOR beta-arrestin-2
CN(C)CCN1C(=O)C(=O)/C(=C(/O)c2ccc(S(=O)(=O)N3CCOCC3)cc2)C1c1ccc(Br)cc1 (stereo not given)
→ 8% | -27% | 9% | 2.2% | -1.3% | -7% | 0.2% | -0.2 | 86 | -16%
CCOC(=O)c1cc(C#N)c(N2CCN(c3ccc(OC)cc3)CC2)[nH]c1=O
→ -11% | -30% | 2% | 0.1% | -3.8% | 0% | -0.2% | -1.2 | 93 | -22%
CNC(=O)c1ccccc1NC(=O)c1ccco1
→ 2% | 5% | -4% | 6.5% | -6.5% | 4% | 0.0% | -0.2 | 43 | -28%
COc1ccc(S(=O)(=O)N(C)CC(=O)NCCCn2ccnc2)cc1Cl
→ 3% | -4% | 1% | 0.3% | -3.1% | 28% | 0.6% | 2.5 | 29 | 6%
CC(C)C(c1nnnn1Cc1ccco1)N1CCN(C2CCCC2)CC1 (stereo not given)
→ 10% | -14% | -3% | 3.8% | 22% | 2% | -0.2% | -6.1 | 85 | -7%
COc1ccc(-c2cc(C(F)(F)F)c(C#N)c(SCC(=O)O)n2)cc1
→ 7% | -30% | 8% | 0.1% | 2.1% | -33% | -0.2% | 2.4 | 45 | -22%
CCN(CC)c1ccc(NC(=S)NCC2CCCO2)cc1 (stereo not given)
→ 25% | -31% | -9% | 0.3% | -1.2% | 1% | 0.1% | 2.7 | 38 | -5%
Cc1ccccc1CNC1CCCCC1
→ 3% | -2% | 8% | -2.9% | -5.0% | -1% | 0.4% | -0.6 | 50 | 1%

The listing, from the first entry:
Values run as follows: MgcRacGAP inhibition | NOD1 NF-kB reporter | GPR55 LPI antagonism | K1F lysis inhibition | KOR beta-arrestin-1 | GPR35 antagonists | GPR55 activation | NTR1 ag | NTR1 ag cell count 20 µM | KOR beta-arrestin-2
CN(C)CCN1C(=O)C(=O)/C(=C(/O)c2ccc(S(=O)(=O)N3CCOCC3)cc2)C1c1ccc(Br)cc1 (stereo not given)
→ 8% | -27% | 9% | 2.2% | -1.3% | -7% | 0.2% | -0.2 | 86 | -16%
CCOC(=O)c1cc(C#N)c(N2CCN(c3ccc(OC)cc3)CC2)[nH]c1=O
→ -11% | -30% | 2% | 0.1% | -3.8% | 0% | -0.2% | -1.2 | 93 | -22%
CNC(=O)c1ccccc1NC(=O)c1ccco1
→ 2% | 5% | -4% | 6.5% | -6.5% | 4% | 0.0% | -0.2 | 43 | -28%
COc1ccc(S(=O)(=O)N(C)CC(=O)NCCCn2ccnc2)cc1Cl
→ 3% | -4% | 1% | 0.3% | -3.1% | 28% | 0.6% | 2.5 | 29 | 6%
CC(C)C(c1nnnn1Cc1ccco1)N1CCN(C2CCCC2)CC1 (stereo not given)
→ 10% | -14% | -3% | 3.8% | 22% | 2% | -0.2% | -6.1 | 85 | -7%
COc1ccc(-c2cc(C(F)(F)F)c(C#N)c(SCC(=O)O)n2)cc1
→ 7% | -30% | 8% | 0.1% | 2.1% | -33% | -0.2% | 2.4 | 45 | -22%
CCN(CC)c1ccc(NC(=S)NCC2CCCO2)cc1 (stereo not given)
→ 25% | -31% | -9% | 0.3% | -1.2% | 1% | 0.1% | 2.7 | 38 | -5%
Cc1ccccc1CNC1CCCCC1
→ 3% | -2% | 8% | -2.9% | -5.0% | -1% | 0.4% | -0.6 | 50 | 1%
CCn1c(CC(=O)Nc2ccccc2)nnc1SCC(=O)NC1CCCC1
→ 7% | 7% | 16% | -0.9% | 2.1% | 10% | -0.4% | -1.2 | 45 | -40%
CCC(=O)NC(Nc1cc(C)ccn1)(C(F)(F)F)C(F)(F)F
→ -7% | 2% | 6% | 0.1% | 1.5% | 6% | -0.1% | 0.4 | 48 | -53%
O=C1CC(N(C(=O)c2ccco2)c2ccc(F)cc2)C(=O)N1c1ccc(F)cc1 (stereo not given)
→ -1% | 10% | 11% | -0.1% | -0.3% | 7% | -0.2% | -0.8 | 88 | 2%
COC(=O)CNC(=O)COC(=O)c1cc(SC)ccc1Cl
→ 2% | -18% | 8% | -0.5% | -4.2% | 5% | 0.2% | 1.8 | 60 | 0%
COC(=O)c1ccccc1NC(=O)CSCC(=O)Nc1ccc(F)cc1
→ 5% | . | -7% | 6.3% | -5.4% | -7% | -0.2% | 0.4 | 102 | -10%
Cc1ccccc1C(=O)Nc1c2c(nn1C(C)(C)C)CS(=O)(=O)C2
→ 5% | -13% | ? | -0.6%[50 µM] | 3.9% | -7% | -0.1% | -0.8 | 46 | -4%
O=C(c1ccc(CS(=O)(=O)c2ccc(Br)cc2)o1)N1CCN(c2ncccn2)CC1
→ 1% | -9% | -6% | -2.5% | 0.5% | 3% | -0.1% | 4.0 | 36 | -7%
CCOC(=O)Nc1ccc2nc3n(c(=O)c2c1)CCCCC3
→ -2% | -24% | 14% | 0.3% | 0.2% | -13% | -0.5% | -1.0 | 46 | -25%
CCC(=O)Nc1cccc(C2=NN(c3ccccc3)C(c3ccc(OC)cc3)C2)c1 (stereo not given)
→ -1% | -2% | 26% | 0.1% | 2.5% | -5% | 0.0% | 3.9 | 107 | -15%
COc1ccc(C(=S)N2CCNCC2)cc1
→ 5% | -9% | 7% | 2.9% | -5.2% | 20% | -0.1% | 2.1 | 60 | 5%
O=C(NCC(=O)N(Cc1ccco1)C(C(=O)NC1CCCC1)c1cccnc1)c1cccs1 (stereo not given)
→ 2% | -9% | 9% | 5.6% | 2.2% | -7% | -0.3% | -0.7 | 47 | -1%
O=C(/C=C/c1ccc(Cl)cc1)NCCCN1CCOCC1
→ 11% | -29% | 10% | 0.4%[50 µM] | 7.9% | 3% | -0.2% | 0.4 | 49 | -17%
Nc1nnc(SCc2nc3scc(-c4ccccc4)c3c(=O)[nH]2)s1
→ 1% | -2% | 14% | 0.4% | -1.8% | 4% | -1.9% | -0.8 | 48 | 19%
Cc1ccc(CCN=c2c([N+](=O)[O-])nn(-c3ccccc3)n2O)cc1
→ 3% | -26% | 3% | 0.4% | -2.1% | 9% | -0.1% | -0.1 | 43 | -3%[20 µM]
Nc1nc(NCc2ccco2)nn1-c1ccccc1
→ 4% | -13% | -7% | -0.6% | -2.0% | 8% | -0.3% | 2.0 | 94 | -12%
O=C(/C=C/c1ccco1)NCC(=O)N/N=C/c1ccc(Cl)cc1
→ 1% | -25% | -1% | -0.8% | -1.1% | -3% | 0.5% | -1.7 | 63 | 15%
CC1CCCC(NC(=O)C2CCCN2S(=O)(=O)c2cccc3nsnc23)C1C (stereo not given)
→ 14% | 9% | -8% | -1.0% | -6.2% | 10% | -0.1% | -0.2 | 95 | -22%
Cn1c(N)c(C(=O)COC(=O)/C=C/c2ccc(S(=O)(=O)N3CCOCC3)cc2)c(=O)n(C)c1=O
→ -2% | 16% | -26% | -0.1%[50 µM] | 2.6% | 10% | 0.4% | 0.8 | 51 | -11%
COC(=O)/C=C/COc1ccccc1[N+](=O)[O-]
→ -10% | -11% | -12% | -0.5% | -2.8% | 7% | 0.0% | 3.4 | 46 | 2%
CCn1c(=NC(=O)CSCC(=O)Nc2nccs2)sc2ccccc21
→ 9% | -7% | 12% | 0.2% | 1.3% | -14% | 0.2% | 2.5 | 59 | -24%
O=C(NCCCC1CCCC1)C1CCC(=O)N(Cc2cccc(C(F)(F)F)c2)C1 (stereo not given)
→ 11% | -14% | -7% | 0.1% | -2.9% | -11% | -0.1% | 3.3 | 69 | 26%
CN1CCN(CC(=O)Nc2ccc(OC(F)(F)F)cc2)CC1
→ . | -8% | 8% | -0.1% | 0.5% | -3% | 0.0% | 0.8 | 61 | -43%
CN(C)S(=O)(=O)c1cccc(NC(=S)N/N=C/c2ccco2)c1
→ 10% | -2% | 10% | 0.4% | -3.1% | 4% | -0.1% | -0.3 | 54 | 20%
C/C(CS(=O)(=O)c1ccc(Cl)cc1)=N/NC(N)=S
→ 1% | -16% | -4% | 0.6% | -0.2% | 5% | -0.3% | 8.8 | 78 | -42%
CCCn1cnc2c(=S)nc(N)[nH]c21
→ 18% | 0% | -13% | 0.3% | -0.1% | -8% | -0.6% | 3.6 | 39 | -3%
COc1ccc(N2CC(C)Cn3c2nc2c3c(=O)n(CCN3CCOCC3)c(=O)n2C)cc1 (stereo not given)
→ 14% | -4% | 2% | 1.2% | -0.2% | -1% | -0.2% | -1.0 | 53 | 0%
CCc1ccc(C(=O)Cn2ccsc2=N)cc1
→ 6% | -3% | 0% | 0.0% | -3.4% | 1% | 0.0% | 0.2 | 80 | 17%
Cc1cc2cc(CNC(=O)c3ccc4c(c3)OCO4)ccc2[nH]1
→ 0% | -7% | 7% | 0.1% | -2.2% | -2% | 0.5% | 1.3 | 40 | -6%
Cc1ccccc1NC(=O)Cn1nc(C(=O)O)c2ccccc2c1=O
→ -2% | -9% | 2% | -0.2% | -2.8% | 8% | -0.4% | 0.4 | 45 | 9%
Cn1ccc(CC(=O)N2CCC(N3CCC(C(=O)N4CCCC4)CC3)CC2)c1
→ 2% | 0% | 19% | -0.3% | -0.8% | 3% | 0.2% | 1.6 | 54 | -26%
COc1ccc(S(=O)(=O)NC2CCCCC2)cc1-n1cnnn1
→ 4% | -7% | 7% | 0.6% | . | 17% | 0.6% | 1.1 | 43 | 3%[20 µM]
O=C(CSc1nnc(CNC(=O)c2ccc(F)cc2)o1)NCc1ccc(F)cc1
→ 2% | -31% | 12% | -0.1% | 3.3% | 2% | 0.0% | -0.3 | 48 | 12%
CCSc1nc(C)c(CC)c(C)c1C(N)=O
→ 10% | -6% | -4% | 0.3% | -3.4% | 0% | 0.2% | -0.4 | 57 | 20%
Cc1ccc(CNC(=O)CN(C(=O)C2(C)CC(=O)N=C3C=CC=CN32)c2ccc(F)cc2)cc1 (stereo not given)
→ 4% | -6% | 32% | -0.1% | -3.3% | 7% | -0.1% | 0.0 | 56 | -33%
CN(C(=O)COc1ccc(Cl)cc1)c1nnc(C23CC4CC(CC(C4)C2)C3)s1
→ . | 4% | 5% | . | -2.5% | 9% | -0.1% | . | . | -22%
CCn1c(CCNC(=O)c2ccc(OC)c(OC)c2)nc2ccccc21
→ 11% | -26% | -4% | 0.2% | -1.8% | 3% | -0.3% | 0.3 | 91 | -22%
